Hep lipid drop = modulators of hepatic lipid droplet formation. inhibition, % at 6.5 µM. AML12 mouse hepatocytes, oleate lipid droplets, BODIPY imaging. 240,000 compounds, 0.4% hits;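 active means lipid droplet intensity inhibited by at least 50%, with more than 500 cells counted; inconclusive means wells with under 300 cells, treated as cytotoxic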
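System: AML12 hepatocytes (mouse). Probe or stimulus: oleic acid at 100 µM to induce lipid droplet formation. Times: overnight treatment with compound plus oleate. Detection: Image-based BODIPY and DAPI two-channel analysis. Evaluation: percent inhibition of filter-corrected integrated lipid droplet intensity per well.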
TNAP activation fold = stimulation of alkaline phosphatase TNAP activity – biochemical, luminescent, no phosphate acceptor, uHTS, primary screen (AID 1001). purified TNAP, luminescent activation assay, no phosphate acceptor; higher activation fold means a stronger effect. activation fold at 20 µM; hits with a dose series show EC50 in µM. 200,000 compounds, 0.03% hits; in the data active means activation fold from about 3, or a potency from the dose series; inactive means the rest, 99 in 100 with activation fold below about 1.6; further: many of its hits are not listed in these tables
Autophagy mod = autophagy modulation, high-content screen. MEF GFP-LC3 puncta imaging; test concentration mostly 10 µM. calls only at 10 µM (by protocol). 190,000 compounds, 0.98% hits;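 active means percentage of spot-positive cells more than 3 SD above its plate mean, without a fluorescence outlier flag or 80% toxicity; inconclusive means no clear call, values can overlap the other calls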;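 further: spot-positive cell cutoff set from DMSO-treated cells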
PMI inhibition = MPI inhibition at elevated mannose 6-phosphate – biochemical, fluorescence intensity, high mannose 6-phosphate, primary screen (AID 1220); 190,000 compounds, 0.66% hits; inhibition, % at 20 µM, or IC50 in µM where a hit was titrated; recombinant PMI enzyme, coupled fluorescence intensity; higher % means a stronger effect
bCat nuc transl = modulators of beta-catenin nuclear translocation. 190,000 compounds, 0.3% hits. nuclear translocation activity, % at 5 µM. HeLa beta-catenin nuclear translocation, immunofluorescence imaging;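 active means nuclear translocation activity above 50% at 5 µM, with a well cell count of 50 or more; inconclusive means wells under 50 cells across six images, flagged as toxic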;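 further: per-cell ratio of nuclear to cytoplasmic median beta-catenin stain intensity; plate controls were DMSO negative control for no effect and GSK-3 inhibitor IX positive control for full effect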
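Read-out: Nuclear/cytoplasmic beta-catenin signal ratio, % activation | Assay system: Human HeLa cell line | Times: 24 h compound exposure at 37°C, 5% CO2 | Signal: Fluorescence imaging of beta-catenin antibody stain plus DAPI | Dosing: 5 µM primary, 0.02–20 µM confirmation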
PMI inhibitors = MPI enzyme activity inhibition – biochemical, fluorescence intensity, coupled assay, primary screen (AID 1209); purified PMI enzyme, coupled fluorescence intensity; higher % means a stronger effect; inhibition, % at 20 µM; hits with a dose series show IC50 in µM; 190,000 compounds, 0.42% hits;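 further: plate controls were DMSO vehicle for no effect and wells lacking substrate for full effect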
Ins promoter up = MIN6 insulin promoter up-regulation; z-score at 5 µM; 190,000 compounds, 0.3% hits; MIN6 insulin promoter-GFP reporter, high-content imaging; hits give high values;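 active means z-score above 3 at 5 µM with at least 500 cells counted in the well; inconclusive means wells under 500 cells, flagged as cytotoxic or low count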
T cell modulator = modulates CD8 T cell binding to vesicles; calls only at 7 µM; 330,000 compounds, 0.068% hits; 2C CD8+ T cell-vesicle binding, flow cytometry; hits give low values;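 active means response, share of CD8 T cells binding vesicles, and their 90th percentile fluorescence all below set limits, cut at about 80% in these data, passing the limit was not always enough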
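material = purified 2C TCR transgenic mouse naive CD8+ T cells | controls = Unloaded micro-vesicles (low), QL9 vesicles with 0.7% DMSO (high) | detection = cytometric PE anti-B7-1 and Alexa647 anti-CD8 signals after 1% paraformaldehyde fixation | incubation = binding step 1.5 h, 37 °C, antibody labelling 20 min, ice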
MT stabilize HCS = microtubule stabilization, imaging screen; % tubulin-high responders, % at 10 µM; 200,000 compounds, 0.83% hits; HeLa tubulin immunostaining HCS, 24 h; share of cells brighter than vehicle mean+2SD;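 active means plate Z-score above 3 for both tubulin-high and condensed-nucleus cell shares, with cell loss under 80%, at 10 µM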;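 further: anti alpha tubulin signal scored within the nucleus-defined area of each cell; some results filed as inactive read as strong as hits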
Ins promoter up cell count = further read-out of Ins promoter up, marked with its call; cell count; measured here: cytotoxicity, nuclei count;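 total cells summed across four imaged fields per well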
Hep lipid drop cells 6.5 µM = recorded beside Hep lipid drop, whose call it bears; cell count; measured here: cell count, cytotoxicity flag;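 cells counted across two imaged fields per well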
bCat nuc transl cell count 5 µM = recorded beside bCat nuc transl, whose call it bears; cell count; measured here: cell count, cytotoxicity flag
T cell modulator vesicle-bound % = further read-out of T cell modulator, marked with its call; double positive events, %; measured here: CD8+ vesicle-bound cell fraction;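 binding gate set so that unloaded-vesicle control wells show 10% double positive cells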
MT stabilize HCS Hoechst-high % = also measured in MT stabilize HCS; calls as there; % Hoechst-high responders; measured here: nuclear condensation Hoechst responders;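 share of cells brighter than vehicle mean plus two SD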
MT stabilize HCS cytotoxicity % = further read-out of MT stabilize HCS, marked with its call; toxicity, %; measured here: cytotoxicity by cell density;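 0% = mean cell density of plate MIN control wells and 100% = no cells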
Autophagy mod cell loss 18 h = further read-out of Autophagy mod, marked with its call; toxicity, %; measured here: cell loss, nuclei count;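 cell loss after 18 h compound exposure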
Active calls of the source: *; i = inactive; ? = inconclusive; . = no result given. Unless noted, no stated cut-off is given here; in the data, active means inhibition above about 50%; inactive means the rest.

The line under a structure holds: Hep lipid drop	Hep lipid drop cells 6.5 µM	TNAP activation fold	Autophagy mod	Autophagy mod cell loss 18 h	PMI inhibition	bCat nuc transl	bCat nuc transl cell count 5 µM	PMI inhibitors	Ins promoter up	Ins promoter up cell count	T cell modulator	T cell modulator vesicle-bound %	MT stabilize HCS	MT stabilize HCS Hoechst-high %	MT stabilize HCS cytotoxicity %
COc1ccc(COC(=O)NC2CCN(S(=O)(=O)c3ccc(OC)cc3)CC2)cc1
    .	.	1	i	4	12%	.	.	15%	.	.	i	24	3.0	0.9	1.8
Cc1cccc(C)c1NC(=O)C(c1ccccc1)N1CCC1=O (stereo not given)
    .	.	1	i	3	-4%	-3.3	1382	-12%	-0.27	1716	i	10	2.5	1.4	5.0
O=C1N/C(=C\c2ccc(N3CCOCC3)c(F)c2)C(=O)N1Cc1ccccc1
    .	.	1.2	i	7	-3%	0.9	1363	0%	-0.3	1729	i	21	1.5	1.1	4.5
COC(=O)[C@@H]1C[C@H]2CC[C@H](O)C[C@H]2N1Cc1ccccc1OC(=O)c1cccs1
    -3	715	.	.	.	.	-0.7	1147	.	-0.68	943	i	12	.	.	.
COc1cc(-c2cc3nc(C)c(C)c(=O)n3[nH]2)cc(OC)c1OC
    .	.	1.1	i	7	13%	0.1	945	15%	0.54	1304	i	63	2.0	2.1	7.2
Cc1cnc(C(=O)Nc2cc(F)ccc2C)cn1
    6	726	1	i	-14	3%	0.2	1489	6%	-0.12	1469	i	42	2.4	1.4	1.7
CCCCCCOc1ccc(N2C(=O)CC(S/C(N)=N/N=C(\C)c3cccs3)C2=O)cc1 (stereo not given)
    .	.	1	i	4	12%	0.8	1406	11%	1.4	1527	i	18	1.8	1.2	7.0
Cc1ccc(-c2nc3c(c(=O)[nH]c(=O)n3CC(C)C)n2CC(C)C)cc1[N+](=O)[O-]
    4	694	1.2	i	-8	-1%	-0.7	1092	-1%	-0.88	1263	i	53	3.5	0.6	2.2
CCc1nc(C)c(C#N)c2cc(OC)c(OC)cc12
    9	764	1	i	-4	-4%	.	.	11%	0.07	1275	i	28	0.8	2.3	4.6
Cc1ccc(Nc2nc3nonc3[nH]c2=O)cc1C
    -2	750	1	i	-19	2%	-2.1	1240	13%	0.29	1222	i	27	3.0	2.6	12
FC(F)(F)c1cccc(-c2nc(COc3ccc(Cl)cc3Cl)no2)c1
    -3	762	.	.	.	.	-0.6	1114	.	1.3	1369	i	54	.	.	.
Cc1nn(-c2nc3ccccc3[nH]2)c(N)c1-c1ccc(Cl)cc1
    .	.	1	i	4	10%	1.5	1392	13%	-0.52	1499	.	.	4.3	1.6	0.7
CC(=O)Nc1ccc(/C(C)=N\NC(=O)c2ccc(-c3ccccc3)cc2)cc1
    -40	573	1	i	11	0%	0.6	918	-5%	0.34	1396	i	60	2.1	1.8	5.2
COC(=O)CN=Cc1c(O)n(-c2ccc(Cl)cn2)c(=O)c2ccccc12
    5	657	1.1	i	12	-2%	-1.7	1082	1%	0.61	1146	i	49	5.2	2.5	9.1
CC(=C/c1ccccc1)/C=N/Nc1nc(N2CCCCC2)nc(N2CCCCC2)n1
    10	651	1.3	i	0	3%	-1.0	1165	4%	0.23	1167	i	4	1.5	2.9	5.5
CCOc1ccccc1NC(=O)c1oc2ccccc2c1NC(=O)C1CCCO1 (stereo not given)
    3	734	1	i	-17	-11%	3.0	1062	-9%	-0.08	1268	i	19	2.7	2.1	4.1
COc1cc(C(=O)Nc2c(C)cc(C)cc2C)c([N+](=O)[O-])cc1OC
    -21	617	1.1	i	-18	2%	-0.3	962	-4%	-0.01	1359	i	52	3.6	2.2	7.5
Cc1ccc2[nH]cc(C(=O)CN3CCC4(CC3)OCCO4)c2c1
    23	770	1.1	i	1	6%	-1.1	1101	-3%	.	.	i	32	2.8	3.2	6.9
Cc1cc(C(F)F)n2nc(C(=O)Nc3ccccc3F)nc2n1
    -2	771	1.1	i	8	16%	1.0	976	18%	1.3	1225	i	18	2.5	1.9	21
CCOC(=O)c1c(/N=C/N(C)C)sc(/C=N/Nc2ccccc2)c1-c1ccc(Cl)cc1
    12	686	1	i	1	-105%	.	.	-51%	0.02	1304	i	58	2.9	4.1	6.6

Single entries from the list.
Result for `COc1cc(C(=O)Nc2c(C)cc(C)cc2C)c([N+](=O)[O-])cc1OC` under MT stabilize HCS: 3.6
Result for `Cc1nn(-c2nc3ccccc3[nH]2)c(N)c1-c1ccc(Cl)cc1` under Autophagy mod cell loss 18 h: 4

Next section:
The line under a structure holds: Hep lipid drop	Hep lipid drop cells 6.5 µM	TNAP activation fold	Autophagy mod	Autophagy mod cell loss 18 h	PMI inhibition	bCat nuc transl	bCat nuc transl cell count 5 µM	PMI inhibitors	Ins promoter up	Ins promoter up cell count	T cell modulator	T cell modulator vesicle-bound %	MT stabilize HCS	MT stabilize HCS Hoechst-high %	MT stabilize HCS cytotoxicity %
CCn1c(C)[n+](CC)c2ccc(S(=O)(=O)N(C)C)cc21
    2	697	1.1	i	-21	29%	0.5	1423	24%	-3.4	1451	i	44	3.7	2.0	4.3
COc1ccc(/C=N/NC(N)=S)cc1
    1	798	.	.	.	.	0.2	1260	.	0.18	1005	i	35	.	.	.
COc1cc([N+](=O)[O-])ccc1NC(=S)NC(=O)CC(C)(C)C
    -15	609	1.1	i	20	-2%	-6.1	1106	4%	-1	1511	i	8	4.8	2.4	8.4
O=C(CN1CCOCC1)Nc1ccc(Oc2ccccc2)cc1
    -4	757	1.1	i	-1	3%	-2.0	1219	3%	-0.35	1308	i	28	4.2	2.3	5.4
Cn1c(N)c(C(=O)COC(=O)c2cc(C(F)(F)F)nc3ccccc23)c(=O)n(Cc2ccccc2)c1=O
    -6	758	1	i	2	11%	.	.	11%	-0.87	1095	i	49	3.1	2.5	2.8
CCCC(=O)Nc1nc2n(n1)C(c1ccccc1)CC(=O)N2 (stereo not given)
    .	.	1.1	i	-1	6%	-0.2	1308	10%	-0.28	1590	i	36	3.1	1.4	11
CCOC(=O)CSc1nc(-c2ccccc2)cc(C(F)(F)F)n1
    -2	740	1.1	i	-1	12%	0.1	449	13%	.	.	i	57	3.8	2.2	7.7
COc1ccc(/C=N/NC(=O)c2ccccc2F)cc1CN1CCN(c2ccc(F)cc2)CC1
    -3	694	1.1	i	2	14%	0.5	900	18%	-0.28	1210	i	37	2.6	2.9	6.7
COc1ccc(/C=N/NC(=S)Nc2ccccc2)cc1COc1ccccc1F
    -3	697	1.1	i	0	8%	.	.	3%	-0.64	1444	i	26	2.3	3.9	3.1
CS(=O)(=O)c1ccc2nnn(OCC(=O)Nc3ccc(Br)cc3Br)c2c1
    5	675	1	i	-12	-2%	-0.9	1150	0%	0	1304	i	62	3.5	2.7	4.9
CCOC(=O)CSc1nnc(-c2cccc(Cl)c2)n1CC
    .	.	1	i	0	-3%	-1.3	915	-5%	0.1	1241	i	42	2.9	1.3	2.7
O=C(Cc1ccccc1)Nc1ccc2oc(=O)ccc2c1
    -1	730	1	i	-11	9%	0.7	916	13%	-0.12	1570	i	24	0.8	1.0	4.1
Cc1cccc(NC(=S)N(CCN2CCOCC2)Cc2ccccc2F)c1
    -9	696	1.1	i	-3	-15%	-2.9	983	-7%	0.09	1117	i	16	1.6	2.4	7.5
COC(=O)c1ccc(CSc2nnc(N)s2)cc1
    .	.	1.1	i	8	-5%	-9.2	1038	3%	0.28	1232	i	32	4.3	2.6	6.7
Cc1nnsc1-c1c(C(=O)N2CCOCC2)c(C)nn1-c1ccccc1
    -2	717	.	.	.	.	-1.1	1259	.	0.03	1080	i	20	.	.	.
Nc1nonc1-c1nc2ccccc2n1CC(=O)Nc1ccccc1
    -3	653	.	.	.	.	-0.1	1314	.	-0.08	1004	i	33	.	.	.
COCc1[nH]nc2c1C(c1ccc(F)cc1F)C(C#N)=C(N)O2 (stereo not given)
    .	.	1	.	.	9%	-5.0	896	3%	-0.1	1146	i	8	.	.	.
Cc1ccc(-n2c(-c3ccc(Br)cc3)c[n+]3c2CCc2ccc4cccnc4c2-3)cc1
    .	.	1	?	.	-8%	0.2	970	-1%	?	.	i	38	5.2	3.0	18
Cc1ccc(NC2=CC(=O)CC(c3ccco3)C2)c(N)c1 (stereo not given)
    .	.	1.1	i	29	22%	-1.3	934	-2%	-0.04	1263	i	32	1.7	0.4	3.9
N#CCCNC(=O)CCN1CCOCC1
    .	.	1.2	i	2	0%	1.6	1148	7%	0.33	1066	i	56	1.4	2.2	0.9
CCc1nnc(NC(=O)CCC(=O)N2CCN(CCc3ccccc3)CC2)s1
    .	.	1.1	.	.	-6%	-1.4	1172	-6%	0.42	1020	i	49	.	.	.
O=C(CSc1nc(-c2ccco2)cc(C(F)(F)F)n1)NCCN1CCOCC1
    7	742	1.1	i	2	10%	1.0	985	7%	0.09	1564	i	46	1.1	0.8	3.3
Cc1ccc(-c2nnc(C)c(N3CCCC3)n2)cc1
    0	713	1.1	i	-1	-1%	-2.1	1118	-4%	-0.07	1324	i	51	1.2	1.6	4.0
CCOC(=O)C(NC(=O)CC)(Nc1ccccc1OC)C(F)(F)F (stereo not given)
    .	.	1.1	i	7	6%	0.4	1140	-2%	0.32	1303	i	8	1.7	1.6	5.7
O=c1[nH]c(=O)n(Cc2ccccc2)c2nc(-c3ccco3)cc(C(F)(F)F)c12
    .	.	1	i	-3	-7%	4.6	685	-6%	-0.49	1277	i	32	7.7	4.5	4.0
CCCCn1cnc2c([nH]c3ccccc32)c1=O
    .	.	1.1	i	-3	-8%	-0.3	1330	4%	-0.69	1652	i	59	3.6	1.7	0.1
COC(=O)C(NS(=O)(=O)c1ccccc1Br)C(C)C (stereo not given)
    9	698	.	.	.	.	-0.8	1208	.	0.06	1091	i	20	.	.	.

High-throughput results deposited in PubChem BioAssay by several laboratories.
